# A3A deaminase: APOBEC3A ssDNA deaminase inhibitors, primary screen, selectivity assay for APOBEC3G inhibitor project, biochemical, FAM/TAMRA oligo cleavage fluorescence | 330,000 tested, 0.41% active | recombinant A3A, FAM/TAMRA ssDNA deamination fluorescence | inhibition, % at 20 µM | DNA dC->dU-editing enzyme APOBEC-3A (Homo sapiens), P31941;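 active = at least 40% inhibition at 20 µM here, with at most 30% in a related deaminase screen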;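 note: plate controls were A3A with DMSO for no effect and wells lacking A3A enzyme for full effect; some results filed as inactive read as strong as hits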
# Target sequence (P31941 whole entry, looked up): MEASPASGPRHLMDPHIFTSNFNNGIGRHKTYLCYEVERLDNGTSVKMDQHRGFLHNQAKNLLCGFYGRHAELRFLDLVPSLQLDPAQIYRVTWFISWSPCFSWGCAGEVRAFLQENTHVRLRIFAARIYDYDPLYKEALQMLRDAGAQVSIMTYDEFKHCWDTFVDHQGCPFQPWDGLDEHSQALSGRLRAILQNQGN
# beta cell repl: inducers of MIN6 beta-cell proliferation, primary screen, ATP luminescence, uHTS; 330,000 tested, 0.29% active; AID 2380, 2010; MIN6 cells proliferation, ATPlite luminescence, 48 h; cells starved in 0.2% serum; 100% = growth in 10% serum; proliferation, % at 10 µM;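 active = compounds whose signal lies at least 3.5 SD above the mean of all wells on their plate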;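 note: 0% = DMSO-treated cells in low-serum medium and 100% = 10% serum control; some compounds called inactive have numbers as strong as hits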
# mIAP activ: activators of mouse IAP, primary screen, biochemical, luminescence, uHTS; intestinal alkaline phosphatase [Mus musculus]; muIAP, CDP-Star luminescence, 30 min; stronger effect = higher value; 1 = vehicle-only enzyme signal, 0 = enzyme-free wells; activation factor at 10 µM; 330,000 tested, 0.24% active;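 active = activation factor of at least 2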; note: the source names both 10 and 20 µM as test concentration; values of inactives mirror those of a sister screen read the other way
#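 System: Mouse IAP enzyme | Also added: CDP-Star substrate | Dosing: Compounds dispensed in DMSO | Schedule: 30 min enzyme-substrate-compound incubation at room temperature | Technique: Chemiluminescence readout | Control set: DMSO-only wells and no-enzyme negative control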
# NALP3 yeast inh: NALP3 inflammasome inhibitors in reconstituted yeast, primary screen, luminescence, uHTS | Yeast reconstituted NLRP3/ASC/caspase-1, beta-gal luminescence, 24 h | inhibition, % at 10 µM | 330,000 tested, 0.39% active | AID 2825, 2010;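 active = inhibition of 50% or more; inactive = inhibition below 50%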;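 note: plate controls were induced DMSO wells for no effect and uninduced yeast grown without galactose for full effect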
# hIAP activ: human IAP activators, primary screen, biochemical, luminescence, uHTS. Intestinal-type alkaline phosphatase (Homo sapiens), P09923. purified human IAP, CDP-Star luminescence, 30 min; stronger effect = higher value; 1 = vehicle-only enzyme, 0 = enzyme-free background. 330,000 tested, 0.16% active. activation factor at 10 µM;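 active = activation factor of the enzyme at least 2-fold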; note: the source names both 10 and 20 µM as test concentration; values of inactives mirror those of a sister screen read the other way
# Target sequence (P09923 whole entry, looked up): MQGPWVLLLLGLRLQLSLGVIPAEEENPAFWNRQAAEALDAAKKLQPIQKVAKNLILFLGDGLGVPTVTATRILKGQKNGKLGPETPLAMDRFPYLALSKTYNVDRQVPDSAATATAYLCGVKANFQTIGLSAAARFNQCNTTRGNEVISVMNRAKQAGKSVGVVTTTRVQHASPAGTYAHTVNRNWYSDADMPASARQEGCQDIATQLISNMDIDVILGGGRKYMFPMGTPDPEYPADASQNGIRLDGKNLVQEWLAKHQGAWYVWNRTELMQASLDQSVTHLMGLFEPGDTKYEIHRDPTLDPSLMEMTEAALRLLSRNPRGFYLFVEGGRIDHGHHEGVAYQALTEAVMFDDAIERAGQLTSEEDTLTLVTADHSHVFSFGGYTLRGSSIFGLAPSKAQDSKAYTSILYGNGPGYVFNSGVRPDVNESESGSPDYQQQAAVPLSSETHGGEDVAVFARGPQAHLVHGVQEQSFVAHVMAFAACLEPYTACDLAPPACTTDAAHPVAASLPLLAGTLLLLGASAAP
# hIAP inh: human IAP inhibitors, primary screen, biochemical, luminescence, uHTS; Intestinal-type alkaline phosphatase (Homo sapiens), P09923; purified IAP, CDP-Star luminescence, 30 min; 330,000 tested, 0.12% active; inhibition, % at 10 µM;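 active = inhibition reaching a set limit with compound at 10 µM in the primary screen, cut at about 35% in these data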;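 note: plate controls were DMSO wells with enzyme for no effect and no-enzyme buffer wells for full effect; values of inactives mirror those of a sister screen read the other way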
# SENP1 inh: human SENP1 catalytic domain inhibitors, primary screen, biochemical, FRET, uHTS; Sentrin-specific protease 1 (Homo sapiens), Q9P0U3; AID 624204, 2012; 360,000 tested, 0.21% active; inhibition, % at 10 µM; recombinant SENP1 catalytic domain, CyPet-SUMO1-YPet FRET cleavage;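 active = inhibition at least 30% at 10 µM, raw YFP signal under a set limit, fluorescence ratio 0.5 to 1.5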;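 note: 0% = enzyme with DMSO and 100% = no enzyme wells; some results filed as inactive read as strong as hits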
# Target sequence (Q9P0U3 419-644 limits assumed): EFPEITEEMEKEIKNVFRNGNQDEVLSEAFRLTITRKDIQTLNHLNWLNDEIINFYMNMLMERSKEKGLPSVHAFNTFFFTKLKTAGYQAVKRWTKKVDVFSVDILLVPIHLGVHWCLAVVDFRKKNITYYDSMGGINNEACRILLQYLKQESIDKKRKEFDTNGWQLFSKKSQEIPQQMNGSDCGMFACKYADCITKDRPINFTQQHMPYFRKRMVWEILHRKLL
#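 Test system: recombinant human SENP1 catalytic domain, His6-tagged / Medium: pH 8 Tris buffer with EDTA, NaCl, BME, BSA, NP40, catalase / Also added: SUMO1 FRET substrate flanked by Cypet and Ypet, 25 nM / Times: 50 min reaction at room temperature / Signal: FRET, CFP and YFP emission / Control set: no-enzyme low control and enzyme-plus-DMSO high control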
# mIAP inh: inhibitors of mouse IAP, primary screen, biochemical, luminescence, uHTS | purified mouse IAP, CDP-Star luminescence, 30 min | inhibition, % at 10 µM | 330,000 tested, 0.2% active;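 active = inhibition of at least 40% at 10 µM in the primary screen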;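 note: plate controls were DMSO with enzyme for no effect and no enzyme wells for full effect; values of inactives mirror those of a sister screen read the other way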
# APOBEC3G inh: APOBEC3G DNA deaminase inhibitors, primary screen, biochemical, fluorescence, single-stranded DNA substrate, uHTS; DNA dC->dU-editing enzyme APOBEC-3G (Homo sapiens), Q9HC16; recombinant A3G, ssDNA deamination FAM/TAMRA fluorescence; inhibition, % at 20 µM; 330,000 tested, 0.28% active; AID 493012, 2011;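 active = inhibition of at least 40% at 20 µM, with no more than 30% in the related APOBEC3A deaminase screen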;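 note: plate controls were DMSO wells with A3G for no effect and wells lacking A3G enzyme for full effect; some compounds called inactive have numbers as strong as hits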
# Active calls of the source: *. A portion of the library. The share of hits here may be higher or lower than overall.
SMILES,A3A deaminase,beta cell repl,mIAP activ,NALP3 yeast inh,hIAP activ,hIAP inh,SENP1 inh,mIAP inh,APOBEC3G inh
COc1ccc(NC(=O)CN(C)C(=O)c2cn(-c3ccccc3)nc2-c2cccnc2)cc1,4,-2,1.1,30,0.98,2,-7,-7,7
CCCCN(C(=O)c1ccccc1OCc1ccc(F)cc1)c1c(N)n(CCC)c(=O)[nH]c1=O,-1,0,1.1,10,1.7,-65,1,-13,-2
NC(=O)c1ccc(NC(=O)COC(=O)CC23CC4CC(CC(Br)(C4)C2)C3)cc1,-6,0,1.1,8,0.91,9,1,-8,-8
COc1ccccc1-c1oc2ccccc2c1C#CCCCCO,0,-7,1,37,1.1,-6,-2,-2,-10
O=C(Nc1ccc(Cn2cccn2)cc1)c1ccc(COc2ccc(Br)cc2)cc1,-1,-1,0.85,6,1.1,-6,2,15,-3
Cc1cc(OC(C)C(=O)NCCN2CCOCC2)c2c(C)c(C)c(=O)oc2c1 (stereo not given),-6,5,1.2,4,1.4,-44,-1,-19,-4
C/C=C/Cn1c(SCc2ccc(Cl)cc2)nc2c1c(=O)[nH]c(=O)n2C,0,-4,1.2,17,0.94,6,1,-21,-2
COc1cccc(C2/C(=C(\O)c3ccc4c(c3)OCO4)C(=O)C(=O)N2CCN(C)C)c1OC (stereo not given),-4,1,0.97,2,1.1,-9,-2,3,-13
COc1ccc(-n2nc(C(=O)NCC(=O)NC(C)C)c3ccccc3c2=O)cc1,0,-1,1.1,-2,0.95,5,2,-8,3
CC(NC(=O)COC(=O)c1ccccc1O)C1CC2CCC1C2 (stereo not given),1,1,1.1,21,1.1,-8,3,-9,-5
CC1CC1C(=O)OCC(=O)N(C)CC(=O)Nc1ccc(F)cc1 (stereo not given),0,-1,0.93,3,1.1,-5,1,7,-2
NS(=O)(=O)c1ccc(CCNC(=S)Nc2ccc(F)cc2)cc1,-1,-3,1,10,0.95,5,2,0,-2
COC(=O)c1cc(C(=O)OC)cc(-n2c(C)cc(C=O)c2C)c1,2,-3,0.96,17,1,0,2,4,-2
Cc1c(NC(=O)c2ccc(N(C)S(=O)(=O)c3ccccc3)cc2)c(=O)n(-c2ccccc2)n1C,1,-2,1,0,1.2,-22,1,-1,2
O=C(NC1CC1)c1cccc(Oc2ccccc2)c1,-8,1,1,13,1,0,1,-4,-3
Cc1c(CNCCc2ccccc2)c(C(=O)O)c(C)n1-c1ccccc1,-4,-1,1,9,1.1,-7,-6,-3,-8
O=C(CN1C(=O)NC2(CCCCC2)C1=O)Nc1cccc2ncccc12,0,-6,1.1,11,0.76,24,0,-8,0
Cc1ccc(NC(=O)CC2SC3=NCCCN3C2=O)c(C)c1 (stereo not given),-5,-2,1,9,1.3,-30,-15,-1,7
CC1(C)Cc2nc3sc(C(=O)NCCO)c(N)c3cc2CO1,3,-3,0.98,17,1.2,-17,-4,2,-4
CC(=O)Nc1nc2ccccc2n1Cc1ccccc1,-1,-2,0.93,-14,1.1,-5,-1,7,-3
COc1ccccc1NC(=O)CCSc1nc(C)cs1,0,1,1,24,1.1,-6,2,-1,-6
COc1ccc(CN2CCNC(=O)C2CC(=O)NCCC2=CCCCC2)c(F)c1 (stereo not given),-1,-2,0.96,-2,1.1,-5,-22,4,1
Nc1cc2c(cc1C(=O)c1cccc(Br)c1)OCCO2,-5,-2,0.92,19,1.1,-8,2,8,-3
CCOC(=O)C1=C(COC(=O)/C=C/c2cccc(Br)c2)NC(=O)NC1C (stereo not given),-4,10,0.93,-4,0.81,18,3,7,-10
CC(=O)c1ccc(NC(=O)COC(=O)C2CCN(S(=O)(=O)c3cccs3)CC2)cc1,1,-3,1.1,6,0.94,6,3,-9,0
Cc1nc(-c2ccccn2)sc1C(=O)Nc1ccc(F)cc1,-5,1,0.98,6,1.1,-9,1,2,-5
O=C(Nc1cccnc1)c1sc2cccc(F)c2c1Cl,-7,0,0.97,38,1,-4,-13,2,-6
Cc1cc(C)c2nc(-c3ccccn3)cc(C(=O)NCc3ccc(S(N)(=O)=O)cc3)c2c1,-1,-4,0.88,21,0.96,4,-4,12,-3
CN1C(=O)/C(=C/C=C2\SCCN2C)OC1=S,-3,-3,0.78,17,0.8,20,-35,22,-16
CCOC(=O)c1cc(-c2ccco2)nc2c1c(C)nn2CCC#N,0,-2,0.99,5,1.1,-6,-27,1,-7
COCC(=O)Nc1ccc([N+](=O)[O-])cc1C,4,-3,0.95,13,0.87,13,-1,5,-6
CCOC(=O)C1(CCOc2ccccc2)CCN(Cc2nccn2CC)CC1,2,-1,1.1,10,1.1,-10,-2,-14,2
CC(Cc1cccnc1)NC(=O)CCc1nnc(-c2ccccc2)o1 (stereo not given),-9,-4,1.1,11,1.1,-13,-23,-8,-5
C=C(C)c1cccc(C(C)(C)NC(=O)Nc2ccc(C)cn2)c1,-1,-4,1.1,-9,1,-4,0,-7,-3
Cc1ccc(NCN2C(=O)C3CC=CCC3C2=O)cc1 (stereo not given),3,-3,0.98,6,0.88,12,-1,2,0
CCOC(=O)C1(Cc2ccccc2)C(=O)Nc2ccccc21 (stereo not given),-1,1,1.1,5,0.98,2,2,-8,-6
Cc1cc2ncn(/N=C/c3cccnc3)c2cc1C,-3,1,0.99,24,0.93,7,1,1,-4
O=c1[nH]c2ccccc2n2c(=S)[nH]nc12,2,1,1,7,0.98,2,-51,-2,20
O=C(COC(=O)C1CCN(S(=O)(=O)c2cccc3cccnc23)CC1)c1ccccc1,1,0,0.84,-2,0.89,11,-1,16,-2
CCOc1ccc(N2CC(C(=O)Nc3ccc(S(=O)(=O)N4CCOCC4)cc3)CC2=O)cc1 (stereo not given),-2,-1,1.1,11,1.8,-76,1,-12,-6

# For reference, 2 of the compounds above.
SMILES,A3A deaminase,beta cell repl,mIAP activ,NALP3 yeast inh,hIAP activ,hIAP inh,SENP1 inh,mIAP inh,APOBEC3G inh
Cc1cc(C)c2nc(-c3ccccn3)cc(C(=O)NCc3ccc(S(N)(=O)=O)cc3)c2c1,-1,-4,0.88,21,0.96,4,-4,12,-3
CN1C(=O)/C(=C/C=C2\SCCN2C)OC1=S,-3,-3,0.78,17,0.8,20,-35,22,-16

# (cont.)
SMILES,A3A deaminase,beta cell repl,mIAP activ,NALP3 yeast inh,hIAP activ,hIAP inh,SENP1 inh,mIAP inh,APOBEC3G inh
CC(C)OC(=O)CCCNc1ccc([N+](=O)[O-])cc1[N+](=O)[O-],0,0,0.92,30,0.9,10,5,8,-7
Cc1cc(=O)n2c(nc3ccccc32)[nH]1,-4,-1,0.95,6,1.1,-11,1,5,-7
COc1ccccc1NC(=O)c1cc(-c2cc(OC)c(OC)c(OC)c2)nc2ccccc12,0,-1,0.81,10,0.78,22,3,19,7
CCN1CCN(C(c2ccccc2)c2nnnn2Cc2ccccc2)CC1 (stereo not given),12,-4,1,6,0.98,2,1,-2,1
CC(=O)N1CCN(c2ccc(NCc3cccc4ccccc34)cc2)CC1,-5,-3,0.89,21,1.2,-16,-1,11,-8
C/C=C/c1ccc(OCCCCOc2c(OC)cccc2OC)c(OC)c1,-1,0,1,5,1,-3,-5,-1,-3
O=c1nc(NCc2ccccc2Cl)cn[nH]1,3,0,0.98,25,0.97,3,6,2,11
Cc1cc(C)c(C)c(S(=O)(=O)NCC(=O)Nc2sc3c(c2C(N)=O)CCCC3)c1C,-5,-3,1,7,1.3,-28,-5,-1,-5
CCc1ccc(Nc2cc(=O)n(C3CCCCC3)c(=O)[nH]2)cc1,-2,-3,0.98,13,1.3,-26,-4,2,-1
O=C(Nc1ccccc1OC(F)F)c1ccc(S(=O)(=O)N2CCOCC2)cc1,0,1,1,19,1,-1,0,0,1
CCC1(c2ccccc2)NC(=O)N(CC#N)C1=O (stereo not given),1,-2,0.93,6,0.99,1,-3,7,-1
COc1ccc(C(=O)NCc2nnc(SCC(=O)NC3=NCCS3)n2C)cc1,1,1,1,2,0.95,5,1,0,-4
Cc1cccc(C2N(c3ccc(F)cc3)C(=O)C3CCCN32)c1 (stereo not given),2,-3,0.94,12,0.94,6,-30,6,4
CCCNC(=S)N1CCC(NC(=O)c2ccc(C)cc2)CC1,-11,-3,0.9,16,1.1,-10,1,10,-4
CN(CC(=O)NC1CCCCCC1)S(=O)(=O)c1ccc(Br)cc1,-3,0,1.1,22,1.4,-40,1,-6,-8
COc1ccc(C(=O)Nc2nc(-c3cccs3)c(NC(C)=O)s2)cc1,1,-1,1,-1,1.4,-38,-3,0,1
CCOC(=O)c1cccc(N2C(=O)C3C(C(=O)NC4CC4)C4(C)C=CC3(O4)C2C(=O)NC(C)(C)C)c1 (stereo not given),-1,0,0.98,3,1,-1,1,2,0
Brc1ccc2c(c1)C(C1=NCCN1)c1ccccc1CS2 (stereo not given),-2,0,1.1,6,1,-2,2,-8,-4
Cc1c(Cc2ccccc2)c(=O)oc2cc(OCC(=O)NC(Cc3ccc(Cl)cc3)C(=O)O)ccc12 (stereo not given),-3,-2,0.73,-1,0.86,14,-4,27,5
COc1ccc(OC)c2sc(NC(=O)c3cccc(N4C(=O)CCC4=O)c3)nc12,-1,2,1,11,0.85,15,0,0,-7
CCCNC(=S)Nc1cc2oc3ccccc3c2cc1OC,-4,-7,1.2,31,1.1,-6,0,-25,-3
COc1cccc(C2CNC3(CCCC(C)C3)c3[nH]c4ccccc4c32)c1OC (stereo not given),0,-6,1.3,20,1.1,-14,-3,-31,0
Cc1ccc(C(=O)N2CCC(n3nccc3NC(=O)c3ccccc3C)CC2)cn1,-3,3,0.97,8,1,-2,2,3,-4
CCn1c(N2CCC(C)CC2)nc2c1c(=O)n(C)c(=O)n2C,-10,-2,1.1,1,1,0,0,-14,-8
C=CCN(c1ccccc1C(=O)NCC(=O)OCC)S(=O)(=O)c1ccc(C)cc1,1,3,1,28,1.1,-8,-1,-3,0
COC(=O)c1ccc(COc2ccc(CNCc3ccc(Cl)cc3)cc2)cc1,-1,1,1.1,12,0.96,4,3,-7,0
CCOC(=O)c1c(C)[nH]c(C(=O)CSc2nnnn2-c2ccc(C)cc2)c1C,8,-3,0.85,6,0.93,8,-7,15,-2
Cc1ccc(NC(=O)N2CCCC2C(=O)NCc2ccccc2Cl)cc1 (stereo not given),-1,-1,1.1,12,0.95,5,0,-9,4

# Bioassay records: PubChem, Sanford-Burnham Center for Chemical Genomics
